Vif imaging – blocks HIV Vif function. inhibition, % at 7.49 µM. 0.35% of 340,000 active. HEK293T cells, Vif self-association by quenched fluorescence, imaging, 24 h; in the data active = inhibition above about 50%, passing the limit was not always enough; inconclusive = no clear call, values can overlap the other calls; inactive = below about 31%; note: some results filed as inactive read as strong as hits
N-glyco inh – blocks N-linked glycosylation in D54 reporter cells. D54 ERlucT glycosylation luciferase reporter, 24 h; percent of 100 nM tunicamycin response. reporter increase, % at 12.5 µM. 0.23% of 360,000 active. AID 588692;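 active = mean luciferase reporter signal, scaled so untreated is 0 and the glycosylation-blocking control 100, at or above a set limit in every replicate; inconclusive = mean reaches the limit but not every replicate does; inactive = mean below the limit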;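 note: luciferase carries N-glycosylation sites so blocking glycosylation raises the light; 0% = median of neutral control wells and 100% = median of 100 nM tunicamycin wells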
MC4R antagonist – blocks human MC4R cAMP signaling | P32245 | MC4R-expressing cells, MTII-stimulated cAMP, LANCE TR-FRET | inhibition, % at 6.5 µM | 0.48% of 360,000 active;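 active = inhibition above its plate's cutoff, the mean of tested wells on that plate plus 3 SD, cut at about 29% in these data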;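 note: 0% = Melanotan II alone and 100% = Melanotan II plus saturating MCL0020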
Target sequence (P32245 whole entry, looked up): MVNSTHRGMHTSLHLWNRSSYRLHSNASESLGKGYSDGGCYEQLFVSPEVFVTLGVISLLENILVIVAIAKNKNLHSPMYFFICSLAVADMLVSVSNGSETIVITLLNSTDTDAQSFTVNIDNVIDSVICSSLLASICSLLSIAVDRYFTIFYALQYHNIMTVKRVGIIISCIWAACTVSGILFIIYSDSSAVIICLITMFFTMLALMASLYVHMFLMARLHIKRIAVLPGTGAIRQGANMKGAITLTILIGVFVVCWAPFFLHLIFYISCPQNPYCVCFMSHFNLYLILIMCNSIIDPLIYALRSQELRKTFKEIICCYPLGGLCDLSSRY
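System: U2OS cells stably expressing human melanocortin 4 receptor (MC4R). Reagent: Melanotan II challenge after compound preincubation. Doses: 6.5 µM. Times: 30-min compound, 1-h challenge, 1-h detection, room temperature. Measured by: TR-FRET with Eu-cAMP and labeled anti-cAMP, 671 nm. Replicates: singlicate.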
PDI turbidity – PDI (human) enzyme inhibition. P07237. PDI insulin aggregation turbidity, A650, 90 min. inhibition, % at 10 µM. 0.052% of 350,000 active. AID 588391;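 active = mean inhibition across replicates of 30% or more, whatever share of single replicates reach that level; inconclusive = mean inhibition below 30% while every single replicate reaches 30%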;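 note: absorbance from insulin aggregation driven by PDI reduction with DTT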
HTR2A ag – agonists of mouse serotonin 5-HT2A receptor (HTR2A). P35363. CHO-K1 mHTR2A beta-arrestin complementation, luminescence; percent of 30 µM serotonin response. activation, % at 7.6 µM. 0.66% of 360,000 active. AID 624169;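 active = activation above a run cutoff, the mean activation of all tested compounds plus 3 SD, cut at about 14% in these data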;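 note: 0% = plate median of compound wells and 100% = 30 µM serotonin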
Target sequence (P35363 whole entry, looked up): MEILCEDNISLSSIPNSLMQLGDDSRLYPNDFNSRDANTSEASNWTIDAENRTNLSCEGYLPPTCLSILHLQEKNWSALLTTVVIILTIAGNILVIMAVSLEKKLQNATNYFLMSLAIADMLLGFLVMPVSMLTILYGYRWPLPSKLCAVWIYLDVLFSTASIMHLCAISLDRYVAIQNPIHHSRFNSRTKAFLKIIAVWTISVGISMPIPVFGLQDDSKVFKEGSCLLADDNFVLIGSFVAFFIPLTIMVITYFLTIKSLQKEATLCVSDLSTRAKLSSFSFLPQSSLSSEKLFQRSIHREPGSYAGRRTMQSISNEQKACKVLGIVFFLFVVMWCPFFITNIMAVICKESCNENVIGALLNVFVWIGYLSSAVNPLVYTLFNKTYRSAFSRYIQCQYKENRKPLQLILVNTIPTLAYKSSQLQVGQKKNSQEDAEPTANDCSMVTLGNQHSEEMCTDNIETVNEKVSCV
H9c2 protect – protects H9c2 cardiomyocytes from peroxide injury; H2O2 injury protection, ATPLite, 2 h; protection from H2O2 cell death, % at 20 µM; 0.63% of 360,000 active; AID 588492;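 active = compounds giving at least 50% protection of heart cells from peroxide-induced death in the single-dose screen, raw or plate-pattern-corrected value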;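 note: 0% = DMSO wells with peroxide and 100% = DMSO wells without peroxide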
CaV13 FRET inh – Primary screen for inhibitors of IQ motif and Ca2+-dependent inactivation inhibitor domain binding in CACNA1D, Förster resonance energy transfer in living cells, …; AID 743397; inhibition, % at 12.3 µM; HEK cells, CFP/YFP FRET ICDI-IQ, plate reader, 10 min; percent FRET-ratio fall versus neutral wells; 0.098% of 340,000 active;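 active = mean replicate inhibition of at least 30% and at least 1% of replicates passing that level; inconclusive = only one of the two criteria is met; inactive = neither criterion is met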;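 note: 0% = median of the neutral control wells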
aDG glyco up – increases alpha dystroglycan glycosylation. Pro5-aDG cells, alpha-DG glycosylation AlphaScreen (IIH6); 0% Pro5, 100% B10-LARGE cell signal. activation, % at 10 µM. 0.22% of 360,000 active;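 active = activation of at least 8% versus controls, or a plate z-score of at least 8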;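 note: Pro5 are CHO cells carrying HIG-tagged alpha-DG that lacks glycosylation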
MC4R barr agon – activates human MC4R beta-arrestin recruitment | U2OS MC4R beta-arrestin complementation, luminescence; percent of melanotan II response, DMSO zero | 0.98% of 360,000 active | AID 540308 | activation, % at 8.9 µM;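 active = activation above a per-plate cutoff, the mean activation of sample wells on that plate plus 3 SD, cut at about 8% in these data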
ABCB6 inh MLPCN – human ABCB6 transporter inhibition; Q9NP58; K562-ABCB6 porphyrin accumulation, flow cytometry, 1 h; active compounds read low; fluorescence ratio to DMSO, % at 10 µM; 0.19% of 360,000 active;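 active = fluorescence ratio to DMSO below 75%, the collection mean minus 3 SD; inconclusive = too few cells collected in the well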;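 note: signal is porphyrin accumulated inside mitochondria; 100% equals median channel fluorescence of DMSO control wells; lower ratio means ABCB6 inhibition with less porphyrin fluorescence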
Numbers without * were called inactive; ? = inconclusive; · = no result given. This is a random part of the collection; 3.6% or so of the library scored in one or more.

item	Structure	Vif imaging	N-glyco inh	MC4R antagonist	PDI turbidity	HTR2A ag	H9c2 protect	CaV13 FRET inh	aDG glyco up	MC4R barr agon	ABCB6 inh MLPCN
1	COc1ccccc1S(=O)(=O)Cc1ccc(C(=O)N2CCCC2)o1	-4.3	-0.7	6.6	13.4	-3.0	2.9	0.3	0.0	0.2	100.0
2	O=C(NNS(=O)(=O)c1ccccc1)c1cccc([N+](=O)[O-])c1	12.0	1.5	-0.5	-2.0	4.8	15.9	-6.6	0.1	-1.6	98.0
3	Cc1ccc([N+](=O)[O-])cc1-c1ccc(/C=N\n2nnnc2N)o1	8.6	-3.0	10.4	-2.6	2.2	-6.8	-17.5	1.2	2.3	98.0
4	C=CCNS(=O)(=O)c1cccc2cc(C(=O)O)c(O)cc12	-2.3	0.1	7.0	0.5	2.5	-3.9	-6.2	-0.1	0.5	97.0
5	COc1ccc(C)cc1-n1c(SCC(=O)Nc2cccc(C(=O)O)c2)nc2ccccc2c1=O	-8.7	0.9	17.5	-2.4	3.8	13.6	-1.7	0.2	2.6	94.0
6	COc1cc(/C=N/NC(N)=O)cc(Br)c1OCc1ccccc1C	-3.9	-0.5	-1.7	-4.9	2.5	0.3	-4.1	0.4	0.8	99.0
7	CCOC(=O)[C@]12CCC=C1N(Cc1ccc3c(c1)OCO3)C(=O)[C@H](CC(=O)NCc1cccc(C(F)(F)F)c1)C2	·	·	·	·	-2.8	·	-8.4	0.3	·	100.0
8	CC(O)CCC(=O)NNC(=S)Nc1ccccc1 (configuration not stated)	6.9	1.9	1.4	0.9	3.4	-0.6	-0.4	-0.1	-2.8	92.0
9	CCC(C)(C)C1CCC2(CC1)NC(=O)N(CC(=O)N(C)Cc1ccc(OC(F)F)cc1)C2=O (configuration not stated)	-31.8	-5.5	-3.6	-3.1	1.2	-10.0	-7.2	1.9	17.1*	91.0
10	COC(=O)Cc1csc(Nc2ccc(Cl)cc2)n1	0.0	2.2	-5.2	2.0	-1.3	-7.0	-2.1	0.1	-1.0	94.0
11	Cc1ccc(S(=O)(=O)N2CCCC(C(=O)Nc3ccc(C(=O)O)cc3)C2)cc1Cl (configuration not stated)	-1.6	2.5	2.9	-7.8	5.1	2.4	-4.3	0.1	-3.7	99.0
12	CCOC(=O)C1=C(c2ccccc2)Nc2ncnn2C1c1ccc(O)cc1 (configuration not stated)	2.7	4.1	-2.0	-6.2	1.5	1.0	-2.7	0.0	0.1	94.0
13	CCCCS(=O)(=O)N1C2=NC(C(=O)OC)=C(C(=O)OC)[C@@H]3N(C)c4ccc(OC)cc4[C@]23C[C@H]1C(=O)OC	1.6	0.0	5.3	·	-1.0	12.4	·	-0.1	-2.2	100.0
14	Cc1ccc(S(=O)(=O)N(C)C[C@@H]2OCc3cnnn3CCCC(=O)N([C@H](C)CO)C[C@@H]2C)cc1	-3.0	0.8	0.3	-4.0	-1.7	2.1	-2.5	-0.3	-0.6	100.0
15	Cc1ccc(S(=O)(=O)Nc2ccc(Nc3ccccc3)cc2)cc1	-5.6	0.1	8.8	1.0	-5.4	-6.5	68.5*	-0.1	9.7*	99.0
16	O=C(NCC1CCCO1)c1ccc(CNS(=O)(=O)c2cccc(Cl)c2)cc1 (configuration not stated)	1.9	-0.7	-0.4	8.3	-3.9	6.3	-3.5	-0.5	1.1	101.0
17	CC(/C=N\NC(=O)c1ccc(C)nc1)=C\c1ccccc1	1.9	2.2	-11.1	22.0	-4.2	-6.0	-14.6	-0.2	-0.1	108.0
18	CC#CC(=O)N1CCC(Oc2cccc(C(=O)NCc3ccccn3)c2)CC1	3.6	-1.5	4.4	-5.0	10.1	0.5	-6.6	0.3	-3.3	101.0
19	Cc1ccc(OCCC(=O)OCC(=O)NCCc2ccc(Cl)cc2)cc1	-7.5	2.7	-7.2	-2.6	4.4	-3.4	-5.8	-0.1	-2.2	101.0
20	COc1ccc(C(=O)Cn2nnc(-c3ccccc3NC(=O)C3CCCCC3)n2)cc1	·	-2.8	1.3	9.3	2.2	-3.2	-5.2	0.5	-2.3	84.0
21	Cc1cccc2[nH]c3c(=O)n(CCN4CCNCC4)cnc3c12	21.6	0.6	2.0	3.1	10.4	9.1	-3.1	-0.2	0.4	97.0
22	CN(C)c1nn(C(=O)Nc2cccc(C(F)(F)F)c2)cc1-c1ccccc1	0.4	-0.5	0.5	-8.7	-1.7	-8.4	-5.6	-0.1	0.8	91.0
23	Cc1cc(C)c2c(=O)c(C#N)coc2c1	-5.2	1.9	4.4	-2.9	-2.3	5.3	-5.2	0.0	-2.5	98.0
24	Cc1nc(-c2ccccc2)sc1-c1ccn[nH]1	-0.2	-14.5	-4.8	1.9	0.7	-14.0	2.9	-0.3	-2.8	92.0
25	O=C([C@@H]1CC=C[C@@H]2CCN(C3CC3)C(=O)[C@@H]21)N1CCN(c2ccccc2)CC1	-0.2	3.0	6.6	-1.7	-0.5	-1.2	-10.6	-0.1	-1.5	92.0
26	COc1ccc(OCC(=O)NC2CCSc3ccccc32)cc1 (configuration not stated)	3.2	-1.8	3.7	-1.6	3.2	-1.1	-15.1	0.0	-2.1	104.0
27	CN(C(=O)CSC(=O)c1ccccc1)c1ccccc1	15.8	0.7	2.2	1.0	-5.6	1.9	-2.5	0.3	-2.1	97.0
28	Cc1ccc(C)c(NC(=O)CSc2nc(C)cc(C)c2C#N)c1	6.3	1.8	6.1	-1.2	4.7	-2.4	-6.5	0.1	1.6	98.0
29	CCc1ccc(C(=O)N/N=C(\C)c2ccncc2)s1	5.9	1.6	-1.4	-0.6	1.2	-1.6	-2.7	-0.2	-0.8	126.0
30	COc1cccc(-c2cnc(C(O)c3ccc(CN4CCCC4)cc3)[nH]2)c1 (configuration not stated)	7.4	-2.6	-1.8	0.6	-1.8	3.0	-5.1	-0.2	1.4	101.0
31	CCC(=O)c1ccc(N2CCC(C)CC2)c(F)c1	21.0	0.6	7.5	-2.3	3.2	-12.6	-7.0	0.0	1.1	98.0
32	CC(C)OCCCNC(=O)c1c(N)n(/N=C/c2cccs2)c2nc3ccccc3nc12	4.6	-6.4	-1.8	3.5	-2.8	24.9	-4.8	0.0	-2.0	93.0
33	CCOC(=O)c1c(S(=O)(=O)N2CCCC2)c(C)n(C)c1C	6.1	0.4	3.2	4.1	3.1	-3.4	-5.0	0.5	0.5	96.0
34	COc1ccc(CC2(CO)CCN(Cc3nc(C(C)C)cs3)CC2)cc1	-4.1	-0.4	9.8	-9.2	-3.2	4.0	-4.8	-0.1	-0.4	102.0
35	Cc1cc(Br)ccc1NC(=O)CNC(=O)CSc1n[nH]c(N)n1	?	-2.0	0.6	15.7	6.0	3.9	-7.4	-0.1	-0.8	91.0
36	CCOC(=O)C1=C[C@@H](C2CCCCC2)N(S(=O)(=O)c2ccc([N+](=O)[O-])cc2)[C@H]1c1ccccc1	21.5	-13.6	·	·	3.5	-10.0	-5.5	0.0	·	97.0
37	Cn1c(N)nc2ccccc2c1=O	35.5	2.0	-9.3	1.2	-0.2	5.6	-4.4	-0.1	-0.3	92.0
38	CCNS(=O)(=O)c1ccc(NC(=S)NCC2CCCO2)cc1 (configuration not stated)	-3.8	1.1	0.7	2.3	14.1	-6.2	-2.8	-0.2	-1.3	98.0
39	NC(=O)C1=C[C@H](c2ccccc2)C[C@H](OCc2ccc(CO)cc2)O1	-0.9	-1.0	3.6	-8.3	0.7	-0.9	-4.9	0.5	0.2	100.0
40	CSc1cccc(N2CC(C(=O)N(Cc3nnc(-c4ccccc4Cl)o3)C3CC3)CC2=O)c1 (configuration not stated)	-13.8	0.5	8.0	0.3	3.1	12.6	-5.0	-0.3	0.2	96.0

Grouped by structure: the compounds so far with a CF3 group.
item	Structure	Vif imaging	N-glyco inh	MC4R antagonist	PDI turbidity	HTR2A ag	H9c2 protect	CaV13 FRET inh	aDG glyco up	MC4R barr agon	ABCB6 inh MLPCN
7	CCOC(=O)[C@]12CCC=C1N(Cc1ccc3c(c1)OCO3)C(=O)[C@H](CC(=O)NCc1cccc(C(F)(F)F)c1)C2	·	·	·	·	-2.8	·	-8.4	0.3	·	100.0
22	CN(C)c1nn(C(=O)Nc2cccc(C(F)(F)F)c2)cc1-c1ccccc1	0.4	-0.5	0.5	-8.7	-1.7	-8.4	-5.6	-0.1	0.8	91.0

The results go on.
item	Structure	Vif imaging	N-glyco inh	MC4R antagonist	PDI turbidity	HTR2A ag	H9c2 protect	CaV13 FRET inh	aDG glyco up	MC4R barr agon	ABCB6 inh MLPCN
41	COc1cc(-c2nnc(SCC(=O)c3ccc(C)cc3)o2)cc(OC)c1OC	13.2	4.7	1.0	2.8	-1.3	13.9	-7.9	0.0	1.1	112.0
42	CCCNC(=O)C1CC(c2ccccc2[N+](=O)[O-])=NO1 (configuration not stated)	-8.0	-1.3	13.6	-3.8	1.9	2.4	-10.2	0.1	-0.4	104.0
43	O=C(CSc1nc2ccccc2s1)CSc1nc2ccccc2s1	7.0	2.0	0.1	-1.9	0.3	-3.4	-9.8	6.8*	15.0*	98.0
44	CC(C)COC(=O)C(C)Nc1n[nH]c(=S)[nH]c1=O (configuration not stated)	2.0	-0.2	-8.4	3.4	1.1	4.0	-4.9	0.3	1.3	83.0
45	CCOC(=O)c1c(C=O)c2ccccc2n1CC	5.4	-1.1	-1.2	-4.0	-3.0	-3.6	6.3	-0.3	0.1	101.0
46	Cc1ccc(SCCNCc2ccco2)cc1	0.9	-1.1	2.5	-17.8	2.7	7.3	-8.7	0.1	-0.6	100.0

Among those listed so far, seven contain an aryl thioether with sulfur outside any ring:
item	Structure	Vif imaging	N-glyco inh	MC4R antagonist	PDI turbidity	HTR2A ag	H9c2 protect	CaV13 FRET inh	aDG glyco up	MC4R barr agon	ABCB6 inh MLPCN
5	COc1ccc(C)cc1-n1c(SCC(=O)Nc2cccc(C(=O)O)c2)nc2ccccc2c1=O	-8.7	0.9	17.5	-2.4	3.8	13.6	-1.7	0.2	2.6	94.0
28	Cc1ccc(C)c(NC(=O)CSc2nc(C)cc(C)c2C#N)c1	6.3	1.8	6.1	-1.2	4.7	-2.4	-6.5	0.1	1.6	98.0
35	Cc1cc(Br)ccc1NC(=O)CNC(=O)CSc1n[nH]c(N)n1	?	-2.0	0.6	15.7	6.0	3.9	-7.4	-0.1	-0.8	91.0
40	CSc1cccc(N2CC(C(=O)N(Cc3nnc(-c4ccccc4Cl)o3)C3CC3)CC2=O)c1 (configuration not stated)	-13.8	0.5	8.0	0.3	3.1	12.6	-5.0	-0.3	0.2	96.0
41	COc1cc(-c2nnc(SCC(=O)c3ccc(C)cc3)o2)cc(OC)c1OC	13.2	4.7	1.0	2.8	-1.3	13.9	-7.9	0.0	1.1	112.0
43	O=C(CSc1nc2ccccc2s1)CSc1nc2ccccc2s1	7.0	2.0	0.1	-1.9	0.3	-3.4	-9.8	6.8*	15.0*	98.0
46	Cc1ccc(SCCNCc2ccco2)cc1	0.9	-1.1	2.5	-17.8	2.7	7.3	-8.7	0.1	-0.6	100.0

From PubChem BioAssay
